BAZ2B inh: blocks human BAZ2B; Q9UIF8; AlphaScreen BAZ2B-H3K14Ac peptide displacement; Potency, µM (highest dose often 114 µM), for the others: top-dose activity change, negative = inhibition, actives largely listed as inhibitors; 360,000 tested, 4.4% active; AID 504333; note: % is set by controls: 0 for no effect and ±100 for the full control effect; nearly all actives have a fitted effect of over 60% in size
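AlphaScreen displacement of biotin-H3(5-23)K14Ac peptide (50 nM final) from BAZ2B (50 nM final) in PBS pH 7.4, 0.01% Tween-20; complex preformed 30 min RT, then compounds (top 110 uM) 30 min RT, beads 20 min dark.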
APEX1 inh: blocks human APE1 abasic DNA cleavage; P27695; recombinant APE1, TAMRA/BHQ-2 abasic DNA cleavage fluorescence; Potency, µM (titrated, usually from 65.8 µM), for the others: at the top dose activity change, negative = inhibition, actives largely listed as inhibitors; 350,000 tested, 0.35% active; AID 2517;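 note: plate controls were vehicle for no effect and reference inhibitor for full effect; nearly all actives have a fitted effect of over 55% in size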
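Endonuclease cleavage of a quenched abasic-site DNA duplex (50 nM) by APE1 (0.75 nM) was tracked by TAMRA dequenching. Compounds were preincubated with enzyme 15 min at room temperature; data normalized to buffer-only and DMSO wells plus NSC13755 control.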
Pol eta inh: blocks human DNA polymerase eta activity; AID 588591; Potency, µM (titrated, usually from 114 µM), inactives show at the highest dose activity change, negative = inhibition, actives largely listed as inhibitors; recombinant Pol eta, fluorescent DNA replication assay; 390,000 tested, 1.2% active; Q9Y253; note: % is set by controls: 0 for no effect and ±100 for the full control effect
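Pol eta (10 nM) was preincubated with compounds for 15 min at room temperature, after which fluorescent replication substrate (50 nM final) was added to start the reaction. Fluorescence was read kinetically at 0 and 10 min.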
POLK inh: DNA polymerase kappa (human) inhibition. Q9UBT6. purified Pol kappa, fluorescent DNA synthesis assay, 10 min. Potency, µM (series often up to 107 µM), without a hit: top-dose activity, negative = inhibition, hits mostly inhibitors. 400,000 tested, 0.53% active. AID 588579; note: % is set by controls: 0 for no effect and ±100 for the full control effect
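Activity was followed as the change in fluorescence between reads at 0 and 10 min after starting the reaction with 50 nM substrate. Beforehand, 10 nM polymerase had been preincubated with compound for 15 min at room temperature.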
Pol beta inh: blocks human DNA polymerase beta activity; Potency, µM (doses to about 114 µM), without a hit: at the highest dose activity change, negative = inhibition, actives largely listed as inhibitors; 340,000 tested, 1.3% active; AID 485314; P06746; Pol beta primer extension/strand displacement, fluorescence kinetic; note: % is set by controls: 0 for no effect and ±100 for the full control effect
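Preincubation: enzyme (10 nM) with compound, 15 min, RT. Reaction: substrate added to 50 nM final. Reads: 0 and 10 min. Analysis: normalized, Hill fit.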
BLM helicase inh: inhibitors of human Bloom syndrome helicase BLM | P54132 | recombinant BLM DNA unwinding, fluorescence dequenching | Potency, µM (series often up to 56.1 µM), without a hit: at the highest dose activity change, negative = inhibition, hits mostly inhibitors | 350,000 tested, 0.2% active | AID 2528;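 note: plate controls were vehicle for no effect and no enzyme for full effect; nearly all actives have a fitted effect of over 35% in size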
G9a inh: inhibitors of human histone lysine methyltransferase G9a; Potency, µM (highest dose often 102 µM), inactives show at the top dose activity, negative = inhibition, actives largely listed as inhibitors; Q96KQ7; G9a H3K9 monomethylation, AlphaScreen, 2 h; AID 504332; 350,000 tested, 8.8% active; note: % is set by controls: 0 for no effect and ±100 for the full control effect; nearly all actives have a fitted effect of over 75% in size
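Using a bead-based AlphaScreen, monomethylated H3K9 product from 2 h room-temperature reactions (G9a 20 nM, peptide 500 nM, SAM 20 uM) was detected with 0.5 ug/mL rabbit anti-H3K9me1 antibody.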
POLI inh: DNA polymerase iota (human) inhibition | Pol iota fluorescent replication assay, 10 min | Q9UNA4 | Potency, µM (highest dose often 115 µM), without a hit: top-dose activity, negative = inhibition, most hits filed as inhibitors | 390,000 tested, 1% active | AID 588590
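Fluorescent replication assay read twice, at 0 min and 10 min after adding 50 nM (final) substrate. Enzyme (10 nM) and compounds were first incubated 15 min at room temperature; enzyme-free buffer wells were negative controls.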
Anesthetic bind: candidate novel general anesthetic via apoferritin binding; Potency, µM (top dose mostly 77.5 µM), for the others: at the highest dose activity change, negative = displacement, most hits filed as inhibitors; P02791; apoferritin/1-aminoanthracene competitive binding, fluorescence; AID 485281; 350,000 tested, 0.074% active; note: % is set by controls: 0 for no effect and ±100 for the full control effect; nearly all actives have a fitted effect of over 20% in size
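In PBS, apoferritin at 10 uM is loaded with 1-AMA from a 50% saturated solution. After 10 min of compound exposure at ambient temperature, reduced 535 nm fluorescence indicates probe displacement.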
Numbers without * were called inactive; u = inconclusive; x = not tested or not shown; [ ] = dose if it differs, or a comment. Calls come from the whole dose curve; as a rule, active = well fitted curve in the direction sought with a large enough effect; inconclusive = small, poorly fitted or top-dose-only effect, or another doubt; inactive = no such curve, though single readings can be large; an effect the other way counts as inactive or inconclusive. Potency is the fitted concentration of half-maximal effect.

SMILES	BAZ2B inh	APEX1 inh	Pol eta inh	POLK inh	Pol beta inh	BLM helicase inh	G9a inh	POLI inh	Anesthetic bind
COc1cc(C(C(=O)NC(C)(C)C)N(C(=O)CNC(=O)c2cccs2)c2ccccc2)cc(OC)c1OC (stereo not drawn)	-1%	-2%	-13%	0%	0%	2%	39%[59 µM]	19%	2%
COc1ccc(NCCNc2ccc(OC)cc2)cc1	50µM*	13%	-11%	3%	53%	1%	9%[0.0925 µM]	u	-23%
Cc1ccc(S(=O)(=O)N(C)C)cc1NC(=O)COC(=O)COc1ccccc1[N+](=O)[O-]	-13%	16%	-4%	-9%	19%	-6%	13%	105%[activator]	-9%
Cc1ccc(NC(=O)c2cccc(NC(=O)/C=C/c3ccco3)c2)cc1C	-37%	-8%	u	-18%	u	-2%	u	u	-5%
CCOc1ccccc1CNC(=O)Cn1c(-c2ccccc2)cc(C(C)=O)c1C	-8%	x	-8%	2%	-9%	-7%	1%[59 µM]	29%	-5%
S=C(NCCc1ccccc1)NN=C1CCCCCC1	u	-4%	-28%	-14%	-11%	2%	60%[activator][12.7 µM]	61%[activator]	u
S=C(NCc1ccccc1Cl)Nc1ccccc1Cl	0%	-6%	-22%	-7%	5%	-7%	17%[12.7 µM]	34%[activator]	u
O=C(c1ccccc1)c1ccncc1	1%	0%	-11%	-10%	14%	0%	-5%[12.7 µM]	19%	-6%
CC1CCCCN1CCCNC(=O)Cn1ncc2c3ccccc3n(Cc3ccccc3)c2c1=O (stereo not drawn)	-1%	x	-18%	-7%	0%	-1%	-2%[59 µM]	25%	-12%
CCn1c(SCC(=O)Nc2nc(C)cs2)nnc1-c1ccco1	-5%	2%	11%	-8%	0%	1%	13%[59 µM]	5%	-13%
CC(=O)Nc1ccccc1C(=O)C(=O)Nc1ccc(F)cc1	8%	-3%	-2%	-11%	21%	-1%	-11%	34%[activator]	-6%
COC(=O)c1c(NC(=O)c2nc3ccccc3s2)sc2c1CCN(C(C)=O)C2	7%	2%	-6%	8%	8%	-6%	-3%	52%[activator]	-13%
O=C(COc1ccccc1Cl)Nc1ccc2nc(SCC(=O)N3CCCC3)sc2c1	-8%	x	-1%	-2%	3%	0%	-7%[59 µM]	16%	-2%
CCCCCn1c(=O)[nH]c2cc(C(=O)Nc3ccc(F)cc3)ccc2c1=O	-14%	x	-19%	11%	u	-5%	2%[59 µM]	4%	4%
COCc1c(C(=O)OCC(=O)NCc2ccco2)oc2ccccc12	x	12%	-5%	u	x	x	x	u	x
CCNC(=S)N(CCCO)Cc1cc2cc3c(cc2[nH]c1=O)OCCO3	2%	-11%	0%	4%	13%	2%	-15%	11%	-6%
NC(=O)c1ccccc1N/C=C/C(=O)c1ccco1	-5%	-2%	u	-10%	u	-4%	-4%[12.7 µM]	-14%	-3%
Cc1nnc(SCc2cc(=O)oc3cc(O)ccc23)n1Cc1ccccc1	0%	13%	-11%	-5%	50%	6%	-31%[59 µM]	14%	-6%
COc1ccc(N(C)S(=O)(=O)c2ccc(C)cc2)c([N+](=O)[O-])c1	-29%	11%	-1%	-18%	41%[activator]	-3%	u	21%	u
Cc1ccc2c(=O)cc(C(=O)Nc3ccc(S(=O)(=O)N4CCCCCC4)cc3)oc2c1	1%	x	-5%	-18%	-20%	-2%	1%[59 µM]	0%	-8%
NC(=O)C[C@@H]1NC(=O)CNC(=O)c2cc([N+](=O)[O-])cc(I)c2NCCC(C(N)=O)NC1=O (stereo partly drawn)	u	3%	-5%	-1%	u	2%	11µM*	-5%	-7%
CCN(CC)CCN1C2=C(C(=O)CC(C)(C)C2)C(c2cccc(F)c2)C2=C1CC(C)(C)CC2=O	6%	13%	-3%	-8%	40%	0%	15%	-11%	7%
Cc1cccc(C)c1OCc1nc2c3cnn(-c4ccccc4Br)c3ncn2n1	-6%	x	x	-3%	4%	-1%	-29%[59 µM]	15%	0%
Cn1cnc([N+](=O)[O-])c1Sc1ncn[nH]1	23%	-7%	-18%	2%	1%	1%	65%[activator]	-9%	-3%
O=C(CCN1CCCCO1)N1CCCC(Nc2cccc(F)c2)C1 (stereo not drawn)	6%	-4%	-5%	-4%	48%	-3%	62%[activator]	29%	-6%

5 entries out of the list, sorted by molar mass, rising.
SMILES	BAZ2B inh	APEX1 inh	Pol eta inh	POLK inh	Pol beta inh	BLM helicase inh	G9a inh	POLI inh	Anesthetic bind
O=C(c1ccccc1)c1ccncc1	1%	0%	-11%	-10%	14%	0%	-5%[12.7 µM]	19%	-6%
COCc1c(C(=O)OCC(=O)NCc2ccco2)oc2ccccc12	x	12%	-5%	u	x	x	x	u	x
CCNC(=S)N(CCCO)Cc1cc2cc3c(cc2[nH]c1=O)OCCO3	2%	-11%	0%	4%	13%	2%	-15%	11%	-6%
COC(=O)c1c(NC(=O)c2nc3ccccc3s2)sc2c1CCN(C(C)=O)C2	7%	2%	-6%	8%	8%	-6%	-3%	52%[activator]	-13%
NC(=O)C[C@@H]1NC(=O)CNC(=O)c2cc([N+](=O)[O-])cc(I)c2NCCC(C(N)=O)NC1=O (stereo partly drawn)	u	3%	-5%	-1%	u	2%	11µM*	-5%	-7%

Back to the main list with the 2 entries that preceded the break.
SMILES	BAZ2B inh	APEX1 inh	Pol eta inh	POLK inh	Pol beta inh	BLM helicase inh	G9a inh	POLI inh	Anesthetic bind
Cn1cnc([N+](=O)[O-])c1Sc1ncn[nH]1	23%	-7%	-18%	2%	1%	1%	65%[activator]	-9%	-3%
O=C(CCN1CCCCO1)N1CCCC(Nc2cccc(F)c2)C1 (stereo not drawn)	6%	-4%	-5%	-4%	48%	-3%	62%[activator]	29%	-6%
COc1ccc(C(=O)N/N=C/c2cc(Br)ccc2O)cc1OC	-14%	9%	-11%	u	-91%	0%	x	u	-7%
Cc1ccc(/C(N)=N/OC(=O)C(C)c2ccc([N+](=O)[O-])cc2)cc1 (stereo not drawn)	7%[0.457 µM]	14%	-13%	-1%	34%	-8%	u	15%	-19%
CCOc1ccc(N2Cc3ncccc3C2=O)cc1	1%	-4%	-21%	-12%	42%	-1%	-3%	45%[activator]	-11%
Cc1cc(-c2ccc(C)c(S(=O)(=O)N3CCN(c4ccccn4)CC3)c2)on1	-24%	39%	-22%	-20%	1%	-6%	-1%[59 µM]	-4%	50%[activator]
Cc1ccc(S(=O)(=O)Oc2ccc(/C=C(/NC(=O)c3ccccc3)C(=O)NCCCC(=O)O)cc2)cc1	-11%	1%	4%	-7%	-21%	-2%	10%	78%[activator]	-7%
Cc1ccc(N2C(=O)C3C(C2=O)N2C(c4cccs4)C4C(=O)N(c5ccc(C)cc5)C(=O)C4N2C3c2cccs2)cc1 (stereo not drawn)	-21%	-5%	-15%	-6%	-29%	-5%	-47%	12%	-17%
COc1ccc(OC)c(NC(=O)Cn2cc(C=O)c3ccccc32)c1	-17%	1%	-12%	0%	27%	-2%	u	8%	-11%
COc1cc2cc(C(c3nnnn3C(C)(C)C)N3CCc4ccccc4C3)c(=O)[nH]c2cc1OC (stereo not drawn)	2%	1%	-9%	-8%	-2%	-8%	u	46%[activator]	11%
C[C@@H]1CN([C@H](C)CO)C(=O)c2cc(NC(=O)Nc3ccc4c(c3)OCO4)ccc2O[C@H]1CN(C)Cc1ccncc1	x	17%	-15%	-3%	x	x	x	15%	x
COC(=O)c1ccccc1C(=O)N1CCCC(C(=O)c2ccc(OC)c(OC)c2)C1 (stereo not drawn)	14%	-7%	-13%	8%	19%	3%	x	15%	-7%
Cc1onc(C(=O)Nc2sc3c(c2C(N)=O)CCCC3)c1[N+](=O)[O-]	u	u	-6%	0%	17%	-6%	x	u	-16%
CCOC(=O)c1cc(-c2ccccc2)sc1NC(=O)CC	10%	4%	-20%	-3%	0%	-8%	56µM*	2%	-1%
CCOc1cccc(N2C(=O)CC(NCc3ccc(S(N)(=O)=O)cc3)C2=O)c1 (stereo not drawn)	-6%	0%	-19%	1%	-4%	-1%	50µM*	26%	-16%
Cn1cccc1C(=O)NC(=O)COC(=O)Cc1coc2ccc3ccccc3c12	-3%	-11%	8%	-31%	-15%	-2%	u	u	-21%
CCOC(=O)NC(Cc1c[nH]c2ccccc12)C(=O)NCCc1ccc(S(N)(=O)=O)cc1 (stereo not drawn)	-9%	9%	-17%	-9%	7%	-3%	-17%[2.33 µM]	49%[activator]	4%
CN1C(=O)C2(c3ccccc31)c1c(oc3ccccc3c1=O)C(=O)N2CCO (stereo not drawn)	-3%	-2%	3%	-5%	u	-2%	-2%	23%	-8%
O=c1[nH]c2ccc(S(=O)(=O)N3CCN(c4ccccc4F)CC3)cc2s1	-29%	-1%	-19%	-23%	-5%	-5%	14µM*	-15%	-4%
COc1ccc(NC(=O)c2ccc(NC(=O)COC(=O)CC(NC(=O)c3ccccc3Cl)c3ccccc3)cc2)cc1 (stereo not drawn)	2%	-9%	-20%	-24%	-13%	5%	u	28%	-15%
Cc1c(Cl)cccc1NC(=O)CCN1CCCC(C)C1 (stereo not drawn)	x	2%	-11%	-5%	-3%	2%	14%[59 µM]	9%	-11%
CCCn1nc(NC(=O)COC)c2cc3cc(C)ccc3nc21	27%	-6%	-5%	-18%	19%	-16%	u	-4%	104%[activator]
COc1ccc(NS(=O)(=O)c2cc(NC(=O)c3cccc(OCc4c(C)noc4C)c3)ccc2OC)cc1	-18%	-4%	-4%	-1%	u	-7%	0%[59 µM]	104%[activator]	-6%
O=C(Cc1ccccc1Cl)NNC(=O)Nc1ccccc1	-1%	3%	-18%	-2%	20%	-7%	-22%	12%	3%
CCOc1ccc(N(C)C(=O)CCc2nnc3ccc(N4CCCCC4)nn23)cc1	-16%	26%	-15%	11%	-1%	2%	-12%	20%	-11%
c1ccc(-c2noc(C34CC5CC(CC(C5)C3)C4)n2)cc1	44%[activator]	-2%	-12%	2%	-13%	-10%	44%[59 µM]	1%	u
CSc1ccccc1OCc1cc(C(=O)N2CCc3c(Cl)cccc3C2)no1	-1%	4%	-7%	5%	2%	-7%	10%	12%	-22%
CC(=O)Nn1cnc2c(c1=O)C1(CCCCC1)Cc1ccccc1-2	6%	0%	-21%	-6%	2%	-5%	9%[59 µM]	26%	-18%

From PubChem

A portion of the library; count on the stated rates, not on these rows.
